Assay outcomes as filed in PubChem BioAssay.
STAT1 activator: STAT1 signaling activators, primary screen, cell-based, HTS, luciferase reporter | NIH 3T3 STAT1-luciferase reporter, IFN-gamma, luminescence; 100% = IFN-gamma alone, no compound | activation (% of control), % at 5.5 µM | 2.6% of 200,000 active | AID 932, 2007;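 active = activation above the screen-wide mean activation plus 3 SD, cut at about 130% in these data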;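 also: raw ratio to IFN-gamma control signal so 100% means no change and 0% no light; values of inactives mirror those of a sister screen read the other way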
STAT3 activator: IL-6 driven STAT3 reporter potentiators, primary screen, U3A cells, luciferase, luminescence, MLSCN library. IL-6 STAT3-luciferase reporter; 100% = signal with IL-6 EC80 alone. AID 871, 2007. 0.91% of 190,000 active. activation (% of control), % at 5.6 µM;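 active = activation above the screen-wide mean of compound activation plus 3 SD, cut at about 130% in these data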;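 also: 0% = background luminescence of wells with medium and substrate only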
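system = STAT3-luciferase reporter U3A cells | reagent = IL-6 stimulus at 33 ng/mL final | timing = 1 h compound pre-exposure, 6 h IL-6 stimulation, 37 °C | measured by = luminescence | evaluation = % activation versus median of IL-6-stimulated wells | control set = IL-6-only wells as 100% reference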
APP transl inh: inhibitors of APP translation via 5'UTR reporter, primary screen, APP 5'UTR luciferase, SH-SY5Y cells; 0.82% of 190,000 active; inhibition, % at 2 µM; AID 1285, 2008; SH-SY5Y APP 5'UTR-luciferase reporter, luminescence;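 active = inhibition above a set limit, derived from the sample mean plus 3 SD, cut at about 45% in these data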; also: values of inactives mirror those of a sister screen read the other way
G6PDH counter: L. mesenteroides G6PDH inhibitors, counter-screen for G6PDH-coupled screening assays, biochemical, Leuconostoc mesenteroides enzyme | inhibition, % at 5 µM | 0.12% of 200,000 active | AID 1020, 2008 | glucose-6-phosphate dehydrogenase [Leuconostoc mesenteroides] | Purified L. mesenteroides G6PDH, diaphorase/resazurin coupled fluorescence, 45 min; in the data active = inhibition above about 50%
Diaphorase inh: diaphorase inhibitors and chemical oxidizers, primary screen, counter-screen for diaphorase-coupled primary assays, biochemical, uHTS, resorufin fluorescence; diaphorase resazurin-to-resorufin fluorescence, NADH, 16 min; bacterial (C. kluyveri) enzyme, not human; inhibition, % at 20 µM; 0.69% of 190,000 active;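 active = primary screen inhibition at 20 µM above a set limit, cut at about 50% in these data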;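 also: plate controls were DMSO with full reaction for no effect and wells lacking NADH for full effect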
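Test system: diaphorase enzyme from Clostridium kluyveri; amount: diaphorase at 0.14 U/mL in enzyme working solution; detection: fluorescence of resorufin formed from resazurin, Ex 544/Em 590 nm; times: reaction incubation of 16 min at room temperature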
Hsp70 activator: Hsp70 transcriptional activators, primary screen, cell-based, HeLa, Hsp70 promoter luciferase, luminescence, 10 µM; HeLa Hsp70 promoter luciferase reporter; scaled: vehicle 0, proteasome-inhibitor control 100%; activation, % at 10 µM; 0.04% of 200,000 active;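 active = activation above the mean across all tested compounds plus 3 SD, cutoff set per campaign, cut at about 5.5% in these data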;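 also: 100% = MG132 at 30 µM as the positive control and 0% = DMSO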
STAT3 blocker: IL-6 driven STAT3 reporter inhibitors, primary screen, U3A cells, luciferase, luminescence, MLSCN library; inhibition, % at 5.5 µM; 0.89% of 190,000 active; IL-6 STAT3-luciferase reporter; host cell line lacks STAT1; AID 862, 2007;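 active = inhibition above the mean inhibition across all screened compounds plus 3 SD, cut at about 44% in these data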;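 also: 0% = DMSO only wells and 100% = 100 µM nifuroxazide control wells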
STAT1 inh: STAT1 signaling inhibitors, primary screen, cell-based, HTS, luciferase reporter; NIH 3T3 STAT1-luciferase reporter, IFN-gamma, luminescence; inhibition, % at 5.5 µM; 0.35% of 200,000 active; AID 920, 2007;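 active = inhibition above a set limit, the mean inhibition across all tested compounds plus 3 SD, cut at about 34% in these data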;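 also: 0% = IFN-gamma with DMSO and 100% = IFN-gamma with 300 µM nifuroxazide; values of inactives mirror those of a sister screen read the other way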
Diaphorase act: compounds boosting diaphorase resazurin reduction – biochemical, uHTS, resorufin fluorescence, counter-screen for diaphorase-coupled primary assays, primary screen. Diaphorase/resazurin coupled assay, 16 min; stronger effect = higher value; 1 = vehicle wells, 0 = NADH-free wells. activation factor at 20 µM. 0.005% of 190,000 active. AID 1229, 2008;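 active = diaphorase activity raised at least twofold by the compound at 20 µM; inactive = activation factor below 2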
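Test system: Clostridium kluyveri diaphorase, purified enzyme. Buffer or medium: 50 mM HEPES pH 7.4 buffer plus MgCl2 and Tween 20. Also added: 0.114 mM NADH and 0.1 mM resazurin, final amounts. Dosing: compound 20 µM once, DMSO 1%. Schedule: 16 min enzyme reaction, ambient temperature. Detection: fluorescence of resorufin, 544 nm excitation, 590 nm emission.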
TLR4 MyD88 comp: inhibitors of TLR4-MyD88 association in cells, primary screen, cell-based, HeLa CL3-4, BLA complementation, FRET ratio | HeLa CL3-4 TLR4/MyD88 BLA complementation | inhibition, % at 8.4 µM | 0.18% of 200,000 active | AID 861, 2007; in the data active = inhibition above about 25%;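 also: 0% = vehicle and 100% = reference inhibitor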
Target sequence (O00206 whole entry, looked up): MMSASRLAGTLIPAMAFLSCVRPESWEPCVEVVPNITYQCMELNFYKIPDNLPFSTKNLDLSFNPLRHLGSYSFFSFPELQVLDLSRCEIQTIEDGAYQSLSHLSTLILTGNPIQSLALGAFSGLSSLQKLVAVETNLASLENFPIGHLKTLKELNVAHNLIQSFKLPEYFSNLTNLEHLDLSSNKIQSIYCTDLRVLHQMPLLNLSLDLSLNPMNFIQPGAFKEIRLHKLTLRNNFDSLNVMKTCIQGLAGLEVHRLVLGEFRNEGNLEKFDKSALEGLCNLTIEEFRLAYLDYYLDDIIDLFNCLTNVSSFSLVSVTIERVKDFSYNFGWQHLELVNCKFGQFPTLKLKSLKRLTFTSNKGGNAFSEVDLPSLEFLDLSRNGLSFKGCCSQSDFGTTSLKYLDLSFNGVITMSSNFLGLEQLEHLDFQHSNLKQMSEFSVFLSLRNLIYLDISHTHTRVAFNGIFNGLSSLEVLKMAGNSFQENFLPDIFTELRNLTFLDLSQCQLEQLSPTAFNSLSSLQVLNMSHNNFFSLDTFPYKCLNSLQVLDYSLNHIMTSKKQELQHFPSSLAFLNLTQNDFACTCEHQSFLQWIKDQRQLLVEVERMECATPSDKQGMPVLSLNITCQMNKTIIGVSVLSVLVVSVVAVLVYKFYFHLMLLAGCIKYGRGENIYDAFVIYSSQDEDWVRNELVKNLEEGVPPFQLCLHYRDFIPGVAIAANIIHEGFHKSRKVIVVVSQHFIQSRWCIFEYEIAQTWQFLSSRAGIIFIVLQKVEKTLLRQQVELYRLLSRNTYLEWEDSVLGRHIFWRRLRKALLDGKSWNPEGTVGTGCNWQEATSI
Target sequence (Q99836 whole entry, looked up): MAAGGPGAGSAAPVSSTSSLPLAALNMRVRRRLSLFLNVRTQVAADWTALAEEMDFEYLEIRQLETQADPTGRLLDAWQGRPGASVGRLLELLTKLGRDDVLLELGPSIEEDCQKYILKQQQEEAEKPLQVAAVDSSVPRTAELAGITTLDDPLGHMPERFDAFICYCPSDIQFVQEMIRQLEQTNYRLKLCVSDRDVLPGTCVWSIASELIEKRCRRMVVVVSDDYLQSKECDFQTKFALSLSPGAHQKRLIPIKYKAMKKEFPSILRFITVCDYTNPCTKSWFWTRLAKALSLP
An asterisk follows results filed as active; nt = not tested or not shown.

Values run as follows: STAT1 activator	STAT3 activator	APP transl inh	G6PDH counter	Diaphorase inh	Hsp70 activator	STAT3 blocker	STAT1 inh	Diaphorase act	TLR4 MyD88 comp
- Cn1c(=O)c([N+](=O)[O-])c(Cl)c2ccccc21
    118	108	57*	5	nt	-0.1	-7	-22	nt	9
- CC1=NN(c2ccc(C(=O)O)cc2)C(=O)/C1=C\c1ccc(OC(=O)c2cccs2)cc1
    88	97	20	5	48	-0.4	6	11	0.5	-4
- COCCNc1nc(-n2nc(C)cc2C)nc2sc3c(c12)CCCC3
    109	103	-16	-2	3	-0.4	-1	-10	1	15
- C/C(=N/NC(=O)c1ccc(Br)o1)c1ccc(C)o1
    112	117	-13	6	-9	-0.3	-17	-13	1.1	-7
- CCC(C)[C@H](NC(=O)Nc1cccc(OC)c1)C(=O)OC (some centres undefined)
    99	102	-9	5	20	0.0	4	1	0.8	2
- O=c1[nH]c(CSc2nnnn2-c2ccc(Cl)cc2)nc2ccccc12
    104	116	8	0	9	1.6	-13	-2	0.9	-2
- Cc1nc(SCC(C)C)[nH]c(=O)c1Cc1ccccc1
    89	91	6	0	22	-0.1	17	11	0.8	-7
- COc1ccc(Br)cc1/C=N/NC(=O)C(c1ccncc1)N1CCOCC1 (centres undefined)
    90	89	2	-4	13	-0.3	13	11	0.9	12
- CCOC(=O)C1CCN(C(c2cc3c(C)ccc(C)c3[nH]c2=O)c2nnnn2C2CCCCC2)CC1 (centres undefined)
    93	106	9	-4	23	0.1	-7	8	0.8	-10
- Cc1ccc(SCc2[nH]nc3c2C(c2ccco2)C(C#N)=C(N)O3)cc1 (centres undefined)
    99	91	-1	4	32	-0.3	12	5	0.7	-8

Limited to TLR4 MyD88 comp and Diaphorase act (three entries from above):
mol,TLR4 MyD88 comp,Diaphorase act
CCOC(=O)C1CCN(C(c2cc3c(C)ccc(C)c3[nH]c2=O)c2nnnn2C2CCCCC2)CC1 (centres undefined),-10,0.8
C/C(=N/NC(=O)c1ccc(Br)o1)c1ccc(C)o1,-7,1.1
Cc1nc(SCC(C)C)[nH]c(=O)c1Cc1ccccc1,-7,0.8

Remaining list, next part:
Values run as follows: STAT1 activator	STAT3 activator	APP transl inh	G6PDH counter	Diaphorase inh	Hsp70 activator	STAT3 blocker	STAT1 inh	Diaphorase act	TLR4 MyD88 comp
- CN(C)S(=O)(=O)c1ccc(Cl)c(NC(=O)COC(=O)/C=C/c2ccco2)c1
    107	104	-23	6	4	-0.3	-2	-8	1	-2
- Cc1cc(NC(=O)CSCc2ccccc2C)no1
    105	89	-16	11	-3	0.0	22	-7	1	-2
- CC(C)(C)S(=O)(=O)c1cnc2c(S(=O)(=O)c3ccccc3)cnn2c1N
    96	94	-10	4	4	-0.1	8	4	1	-18
- CC(C)(C)OC(=O)C1C(=O)CC(C)(O)C(C(=O)OC(C)(C)C)C1c1ccco1 (centres undefined)
    103	103	-8	6	2	0.0	-1	-1	1	6
- Cc1cc(=O)[nH]c2c(N=Nc3ccc(O)cc3)c(N)nn12
    91	90	-1	8	38	-0.4	16	9	0.6	-4
- c1ccc2nc(SCc3cn4ccccc4n3)cnc2c1
    115	102	-29	5	8	0.1	5	-18	0.9	-3
- C#CCOCCOCCOCCNc1nc(N2CCN(C(=O)[C@H](CCC(=O)O)n3cc(C(N)CC(C)C)nn3)CC2)nc(N2CCN(C(=O)[C@H](CCC(=O)O)n3cc(C(N)[C@H](C)CC)nn3)CC2)n1 (some centres undefined)
    107	nt	-30	17	31	-0.3	nt	-6	0.7	8
- CCOC(=O)C1CCCN(C(=O)c2cc3c(-c4cccc(OC)c4)nn(C)c3s2)C1 (centres undefined)
    94	94	1	-46	22	-0.2	10	7	0.8	-5
- NS(=O)(=O)c1ccc(CCNC2CC(=O)N(Cc3ccccc3)C2=O)cc1 (centres undefined)
    100	96	7	-3	8	0.3	7	0	0.9	-8
- Cc1cccc(NC(=O)c2cc(-c3ccco3)nc3ccccc23)n1
    100	98	20	12	15	-0.6	6	0	0.9	-1
- Cn1cc(Br)c(C(=O)Nc2nccs2)n1
    101	106	-11	-1	3	-0.3	-2	-1	1	0
- Cc1sc(=NC(=O)c2ccco2)n(C)c1-c1ccc(F)cc1
    127	86	-126	5	15	-0.2	26	-30	0.8	-4
- CCOC(=O)c1sc(=S)n(-c2ccccc2OC)c1N
    106	96	-10	8	18	-0.2	11	-7	0.8	-14
- COc1cc2c(cc1OC)C(C)N(C(=O)c1cccs1)CC2 (centres undefined)
    94	115	2	11	6	0.4	-19	6	0.9	-14
- CC(=O)c1ccc(Nc2c3c(c(C#N)c4nc5ccccc5n24)CCC3)cc1
    92	111	-9	-19	21	0.0	-15	8	0.8	-1
- CCc1cccc(NS(=O)(=O)c2ccc3c(c2)NC(=O)CC(=O)N3)c1
    89	101	-14	8	8	-0.2	6	11	0.9	8
- Nn1cc(-c2ccccc2)nc1SCC(=O)NCCN1C(=O)CSC1=O
    101	105	-6	11	16	-0.1	-3	-1	0.8	10
- CC1(C)CC(=O)C(C=Nc2ccc(C(=O)c3ccccc3)cc2N=CC2=C(O)CC(C)(C)CC2=O)=C(O)C1
    90	83	-12	-2	34	-0.4	26	9	0.7	14
- COC(=O)[C@@]1(Cc2ccc(F)cc2)[C@H]2c3cc(C(=O)N(C)C)n(Cc4nc5ccccc5[nH]4)c3C[C@H]2CN1C(=O)c1ccccc1
    94	124	2	17	19	-0.4	-31	7	0.8	-6
- Cc1ccc(S(=O)(=O)n2ccc(=O)[nH]2)cc1
    96	nt	1	-1	7	-0.2	nt	6	0.9	10

Some of the entries so far, as labelled records.
CCc1cccc(NS(=O)(=O)c2ccc3c(c2)NC(=O)CC(=O)N3)c1
  STAT1 activator = 89 | STAT3 activator = 101 | APP transl inh = -14 | G6PDH counter = 8 | Diaphorase inh = 8 | Hsp70 activator = -0.2 | STAT3 blocker = 6 | STAT1 inh = 11 | Diaphorase act = 0.9 | TLR4 MyD88 comp = 8

Nn1cc(-c2ccccc2)nc1SCC(=O)NCCN1C(=O)CSC1=O
  STAT1 activator = 101 | STAT3 activator = 105 | APP transl inh = -6 | G6PDH counter = 11 | Diaphorase inh = 16 | Hsp70 activator = -0.1 | STAT3 blocker = -3 | STAT1 inh = -1 | Diaphorase act = 0.8 | TLR4 MyD88 comp = 10

Continuation:
Values run as follows: STAT1 activator	STAT3 activator	APP transl inh	G6PDH counter	Diaphorase inh	Hsp70 activator	STAT3 blocker	STAT1 inh	Diaphorase act	TLR4 MyD88 comp
- Cc1cc(C)nc(SCC(=O)Oc2ccc3oc(=O)cc(C)c3c2)n1
    105	107	-22	4	12	-0.3	0	-6	0.9	-5
- COc1ccc(CCNC(=O)c2cccnc2SC)cc1
    104	96	4	3	10	-0.1	9	-3	0.9	-4
- CC(C)CNS(=O)(=O)c1ccc(S(=O)(=O)N2CCCN(Cc3ccccc3)C2)cc1
    103	102	-10	6	-3	0.2	4	-3	1	-10
- COc1cccc(C2NC(=O)NC(C)=C2C(=O)OCCSC)c1OC (centres undefined)
    100	101	-8	nt	nt	-0.1	6	0	nt	9
- Cc1ccc(Cn2nnc3c(=O)n(Cc4ccccc4C)cnc32)cc1
    112	104	5	-24	4	-0.1	-4	-12	1	1
- C/C(N)=C(/C#N)C(=O)COc1ncnc2ccccc12
    105	112	-6	nt	nt	0.3	-10	-6	nt	7
- O=C(Nc1ccc(N2CCOCC2)cc1)c1ccc2nc(-c3ccco3)c(-c3ccco3)nc2c1
    98	97	-5	-60	30	-0.1	9	3	0.7	5
- O=C(C1=C[C@@H](c2csc3ccccc23)C[C@@H](OCc2ccc(CO)cc2)O1)N1CCOCC1
    99	nt	6	16	41	0.7	nt	3	0.6	-11
- CCOc1ccccc1OCC(=O)OCC(=O)Nc1ncc(Cl)cc1Cl
    88	95	6	4	19	0.0	7	13	0.8	7
- Cc1ccccc1/C=N/Nc1ccnc2cc(Cl)ccc12
    100	99	-3	-11	-5	0.1	-1	2	1	8
- CS(=O)(=O)N(Cc1ccc(Cl)cc1)c1ccc(C(=O)NCCSc2ccccn2)cc1
    98	105	-4	-10	13	0.2	-7	2	0.9	7
- Cc1ccc([N+](=O)[O-])cc1N/C=C/C(=O)c1ccco1
    111	134*	-23	-2	7	0.0	-32	-12	0.9	5
- Cc1ccccc1N1C(=O)N(c2cccc(C(F)(F)F)c2)C2CS(=O)(=O)CC21 (centres undefined)
    96	102	1	7	16	0.2	6	4	0.8	3
- CCCc1cc(=O)oc2c(C)c(OS(C)(=O)=O)ccc12
    93	108	-6	nt	nt	0.0	-4	8	nt	-16
- CC(C)(C)NC(=S)NC(=O)C12CCC3CC(CC(C3)C1)C2
    109	110	7	1	5	-0.2	-7	-12	0.9	1
- COC(=O)[C@H](C)NC(=O)NCc1ccco1
    90	105	-18	-3	15	0.0	-3	11	0.9	-3
- O=S(=O)(c1ccc(Cl)cc1)N1CCC(n2cnc3cc(C(F)(F)F)ccc32)CC1
    97	102	1	nt	nt	-0.5	1	2	nt	-7
